Bioassay records (PubChem BioAssay)
Tn7 DDE FP: DD(E)-Tn7 binding inhibition, primary FP screen | actives 0.13% (n = 370,000) | P02675 | FP displacement of FITC-Tn7 peptide from fibrin DD(E); 0% = median of compound wells per plate | inhibition, % at 8.3 µM;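 active means inhibition above the mean of compounds falling within the control limits plus 3 SD of them, cut at about 14% in these data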;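 further: 0% = plate median of compound wells and 100% = 10 µM Aha-Tn7 peptide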
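Assay system: human fibrin DD(E) protein / Input: 2 µM fibrin DD(E) / Benchmarks: high control of 10 µM Aha-Tn7 peptide / Measured by: fluorescence polarization of the labelled Tn7 tracer / Medium: Tris buffer with calcium and detergent, pH 7.8 / Timing: 10 min compound pre-incubation, 3 h probe incubation at room temperature / Repeats: one replicate per compound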
PLCb3 inh: blocks human PLC-beta3 enzyme activity. Q01970. Purified PLC-beta3, fluorogenic substrate, fluorescence. inhibition, % at 12.2 µM. actives 0.18% (n = 370,000). AID 720704; in the data active means inhibition above about 11%;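 further: 0% = median of compound wells on plate and 100% = full blocker control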
DDE Tn6 FP inh: disrupts Tn6 cyclic peptide binding to fibrin D-Dimer-E complex; AID 720509; inhibition, % at 8.3 µM; actives 0.21% (n = 370,000); Fibrin DD(E) TRITC-Tn6 fluorescence polarization displacement; P02675;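 active means inhibition above a per-campaign cutoff: mean of compounds within control limits plus 3 SD, cut at about 15% in these data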;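 further: 0% = median of all compound wells on the plate and 100% = blocking peptide control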
ARFGAP1 inhibitor: inhibits rat ARF GTPase activating protein 1 | Arfgap1-stimulated ARF1 GTP hydrolysis, GDP FP detection | actives 0.26% (n = 360,000) | AID 651572 | inhibition, % at 16.5 µM | Q62848;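 active means inhibition above a per-plate limit, mean inhibition of low control wells plus 3 SD, cut at about 25% in these data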;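 further: 0% = DMSO wells with enzyme and 100% = wells lacking Arfgap1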
Target sequence (Q62848 1-136 limits assumed): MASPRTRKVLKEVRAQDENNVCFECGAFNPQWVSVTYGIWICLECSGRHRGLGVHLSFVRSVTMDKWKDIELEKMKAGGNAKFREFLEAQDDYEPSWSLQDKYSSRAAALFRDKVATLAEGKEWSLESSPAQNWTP
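material = rat Arfgap1 catalytic domain, aa 1-136 | also added = human ARF1(Δ1-17)-GTP substrate | compound dosing = one concentration, 16.5 µM, DMSO 1.26% | times = GTP hydrolysis reaction 2 h at 25 °C | measured by = FP, GDP Alexa 633 tracer displaced from anti-GDP antibody, 620/688 nm | evaluation = percent inhibition of Arfgap1-stimulated GTP hydrolysis | replication = single well per compound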
SIAE primary: inhibitors of human sialic acid acetylesterase SIAE; Q9HAT2; SIAE FP-Rh probe binding, fluorescence polarization; inhibition, % at 9.66 µM; actives 0.69% (n = 370,000); AID 1053197;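 active means inhibition above a cutoff: mean of compounds within the control limits plus 3 SD of those, cut at about 17% in these data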;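 further: 0% = plate median of compound wells and 100% = probe without SIAE protein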
Target sequence (Q9HAT2 whole entry, looked up): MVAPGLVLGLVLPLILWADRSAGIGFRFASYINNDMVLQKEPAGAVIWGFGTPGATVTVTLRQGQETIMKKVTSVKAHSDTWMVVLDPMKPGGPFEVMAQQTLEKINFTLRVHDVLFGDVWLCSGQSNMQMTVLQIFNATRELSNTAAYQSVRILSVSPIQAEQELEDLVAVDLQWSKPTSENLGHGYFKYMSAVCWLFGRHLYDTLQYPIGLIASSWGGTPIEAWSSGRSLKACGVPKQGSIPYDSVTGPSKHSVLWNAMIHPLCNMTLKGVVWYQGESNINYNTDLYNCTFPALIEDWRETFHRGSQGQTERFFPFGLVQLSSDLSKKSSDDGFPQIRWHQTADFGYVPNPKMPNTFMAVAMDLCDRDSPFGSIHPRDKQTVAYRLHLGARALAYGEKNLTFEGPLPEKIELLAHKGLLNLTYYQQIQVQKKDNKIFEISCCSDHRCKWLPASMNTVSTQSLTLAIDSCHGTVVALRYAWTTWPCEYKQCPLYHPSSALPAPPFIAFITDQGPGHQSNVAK
ASAP1 GAP inh: blocks human ASAP1-stimulated Arf1 GTP hydrolysis. Q9ULH1. GDP FP detection. inhibition, % at 16.5 µM. actives 0.19% (n = 360,000); in the data active means inhibition above about 25%;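 further: 0% = vehicle with enzyme and substrate and 100% = no enzyme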
Target sequence (Q9ULH1 325-724 limits assumed): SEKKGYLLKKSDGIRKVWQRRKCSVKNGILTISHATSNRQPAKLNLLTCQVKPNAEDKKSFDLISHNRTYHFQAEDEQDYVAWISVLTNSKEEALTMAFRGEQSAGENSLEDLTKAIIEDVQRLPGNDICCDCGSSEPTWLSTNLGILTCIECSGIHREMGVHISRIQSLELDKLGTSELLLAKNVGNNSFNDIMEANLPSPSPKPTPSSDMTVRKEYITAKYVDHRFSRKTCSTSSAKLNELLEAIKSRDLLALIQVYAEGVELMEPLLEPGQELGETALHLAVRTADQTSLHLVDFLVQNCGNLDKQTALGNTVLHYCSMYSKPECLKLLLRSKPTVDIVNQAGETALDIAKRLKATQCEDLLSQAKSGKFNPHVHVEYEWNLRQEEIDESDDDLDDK
ADAM17 inh: inhibitors of human ADAM17; P78536; recombinant ADAM17, EDANS/DABCYL FRET peptide cleavage; inhibition, % at 6.95 µM; actives 0.83% (n = 370,000);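 active means inhibition above the mean of compounds lying between control limits plus 3 SD, set per campaign, cut at about 8.5% in these data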;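 further: 0% = DMSO-only wells as the low control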
TDP2 inh: TDP2 (human) inhibition, absorbance primary screen; O95551; recombinant TDP2, T5PNP hydrolysis, p-nitrophenol absorbance 415 nm; actives 0.34% (n = 370,000); inhibition, % at 12.8 µM;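 active means inhibition above the mean of all tested compounds plus 3 SD, set per campaign, cut at about 25% in these data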;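 further: 0% = DMSO with enzyme and 100% = buffer with substrate but no TDP2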
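Test system: human TDP2 enzyme; Input: 120 nM TDP2 per well; Buffer or medium: Mg2+-containing Tris-HCl buffer, pH 7.5; Reagent: 5 mM T5PNP; Dosing: 12.8 µM single point, 1% DMSO; Incubation: reaction 2 h, 37 °C; Detection: p-Nitrophenol epi absorbance; Read-out: % inhibition relative to enzyme-containing and enzyme-free wells; Replicates: single well per compound.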
PLCg1 inh: blocks human PLC-gamma1 enzyme activity; AID 720700; actives 0.84% (n = 370,000); inhibition, % at 12.2 µM; purified PLC-gamma1, fluorogenic substrate, fluorescence; in the data active means inhibition above about 9.5%
ADAM10 inh: ADAM10 inhibition, QFRET primary screen; O14672; recombinant ADAM10, EDANS/DABCYL FRET peptide cleavage, 3 h; inhibition, % at 7 µM; actives 0.62% (n = 370,000);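 active means inhibition above a per-campaign cutoff equal to the mean of compounds falling between control-based bounds plus 3 SD, cut at about 20% in these data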;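 further: 0% = DMSO wells while the 100% control is not disclosed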
* hit, by the source's call; i = inactive; / = not tested or not shown.

SMILES	Tn7 DDE FP	PLCb3 inh	DDE Tn6 FP inh	ARFGAP1 inhibitor	SIAE primary	ASAP1 GAP inh	ADAM17 inh	TDP2 inh	PLCg1 inh	ADAM10 inh
O=C(c1ccc(CN2CCc3ccccc3C2)cc1)N1CCN(c2ccccc2)CC1	9	3	-2	7	4	2	1	-10	8	2
CC1(OC(=O)C2CCCC2)C(=O)C=C2C=C(c3ccsc3)N(C3CCCC3)C=C2C1=O (stereo not drawn)	-6	-27	-4	7	-1	-3	-3	7	-21	-7
CCOc1ccc(C(=O)N2CCc3ccccc32)cc1	6	-6	-3	4	-12	-8	-2	4	1	-2
CCCCNC(=S)NCc1ccc2[nH]c(C)cc2c1	-3	-1	-1	-4	5	-12	-3	-1	-2	-9
CCCCCC(=O)Nc1cccc(C2=NOC3(C2)C[C@@H](C(N)=O)N(C(=O)Cc2ccc([N+](=O)[O-])cc2)C3)c1 (stereo partly drawn)	-3	4	-3	1	7	7	1	-6	5	6
O=C(c1ccc(-n2cccc2)cc1)N1CCN(Cc2ccccc2)CC1	-6	4	4	-4	-3	-3	2	-7	4	9
CC(=O)c1ccc(OCc2ccc(Oc3c(Cl)cccc3[N+](=O)[O-])cc2)cc1	8	3	-2	4	0	-2	-8	-2	1	1
Cc1ccc(NCC(=O)N/N=C/c2ccc(-c3cccc(C(F)(F)F)c3)o2)cc1	-9	-8	0	18	8	16	2	13	-5	-6
CC(=O)c1ccc(Nc2c([N+](=O)[O-])ccc3nonc23)cc1	-3	-6	-4	11	2	8	-1	0	4	-11
Cc1ccc(C(=O)CCC(=O)OCC(=O)Nc2nnc(-c3ccccc3)o2)cc1	-3	-11	1	8	-9	6	0	-1	-4	-6
CCOc1ccc(OCCn2ccnc2)cc1	6	0	-2	2	0	13	-7	11	1	-2
O=C(NC1CCCC1)c1ccc(COc2ccccc2)o1	0	-6	-10	/	-2	/	-12	0	0	-14
COc1ccc(NC(=O)CN(C)C(=O)c2cc(-c3ccco3)nc3ccccc23)cc1	1	i	-5	6	6	12	-381	2	i	i
O=C(CCN1C(=O)C2CC=C(Cl)CC2C1=O)N1CCCCC1 (stereo not drawn)	2	-51	2	-2	3	-1	-2	16	-36	-17
Cc1[nH]c2ccccc2c1CC(=O)Nc1ccc(Nc2cccnc2)c(-c2ccc(-c3ccccc3)cc2F)c1	-5	-64	1	10	11	10	-37	-3	-50	-116
CCOC(CNC(=O)c1ccc(CNC(=O)c2ccc(OC)c(OC)c2)cc1)OCC	-1	-2	-4	5	-8	-7	0	1	4	1
COC(=O)CN(C#N)c1nc(OC)nc(N(C)C)n1	-5	3	-5	2	-5	7	1	5	1	-3
CCc1cc(=O)oc2cc(OCC(=O)NC3CC(C)(C)NC(C)(C)C3)ccc12	5	-16	2	6	3	0	-24	0	-6	-82
Cc1ccc(S(=O)(=O)Nc2ccc(-c3cn4ccc(C)cc4n3)cc2)cc1	-3	-126	-9	8	-2	-2	-12	-5	-121	-39
C[C@@H]1[C@H]2[C@@H]3CC[C@@H](C3)[C@H]2CN[C@H]1c1cn(Cc2ccccc2)c2ccccc12	-8	4	4	8	4	1	1	-4	4	-7
C=CCn1c(NCc2ccco2)nc2ccccc21	-12	-2	10	-11	-2	-4	1	-21	1	2
O=[N+]([O-])c1ccc2c([N+](=O)[O-])ccc3c2c1CC3	-5	-2	0	-1	16	10	-1	-6	-4	-5
CC12CCC(=O)N1C(C(=O)O)Cc1c2[nH]c2ccccc12 (stereo not drawn)	1	1	-3	-3	-2	6	-5	3	-1	4
Nc1nnc(SCC(=O)N2CCN(c3ccccc3)CC2)s1	5	2	-4	-9	3	7	-1	-7	6	8
N/C(=N\OC(=O)c1ccc(=O)n(Cc2ccc(Cl)cc2)c1)c1ccccn1	3	0	-3	4	-10	3	-3	5	-2	-6
CC(=O)Oc1ccc(-c2cccc(C(=O)Oc3ccccc3)c2)cc1	-2	-1	9	-5	-11	-7	-2	0	1	9
Cn1nc(C(C)(C)C)cc1C(=O)NCc1ccc2c(c1)OCO2	2	-4	4	1	2	5	1	1	1	2
COc1cccc(C2=NOC(C(=O)N3CCc4ccccc4C3)C2)c1 (stereo not drawn)	-5	-2	6	15	4	1	-1	1	1	-5
COc1cc2c(cc1OC)C1C(=O)c3cc(OS(C)(=O)=O)c(OC)cc3C1N(C)C2=O (stereo not drawn)	3	-2	9	1	-3	2	-5	-9	-4	-7
O=C(CC[C@H]1O[C@@H](n2ccc(=O)[nH]c2=O)[C@H](O)[C@@H]1O)NCc1cccc2ccccc12	5	8	-2	-5	-6	2	3	-11	6	7
O=C(Nc1cc(S(=O)(=O)N2CCCCCC2)ccc1OCC(F)(F)F)c1cnccn1	-5	-3	6	1	-1	-5	-1	11	2	-6
O=C(/C=C/c1ccccc1)NC(=S)Nc1ccccc1	0	-5	6	2	1	8	4	-1	1	4
COc1cccc(NC(=O)CN2CCCCCC2)c1	0	-9	7	2	-4	2	-2	-1	-1	-7
Cc1ccccc1NC(=O)Nc1nc(CN)cs1	3	3	2	-6	0	-1	0	0	3	-12
CCN(CC)CC(O)Cn1c(-c2cccc(Cl)c2)nc2cc(C)c(C)cc21 (stereo not drawn)	5	-8	0	-3	0	-3	-9	0	-5	-17
Cc1ccc(N)c([N+](=O)[O-])c1	2	4	-1	-10	1	-3	-1	-10	1	6
COC(=O)CCC(=O)OC1(C)C(=O)C=C2C=C(C3CC3)N(CCc3ccccn3)C=C2C1=O (stereo not drawn)	4	-21	9	-14	1	1	-6	22	-20	-23
COc1ccc(N/C(C)=C2/C(=O)C(=O)N(CCO)C2c2ccc([N+](=O)[O-])cc2)cc1 (stereo not drawn)	1	1	12	8	3	-11	-7	3	2	0
Cc1cccc(OCC(=O)Nc2ccccc2N2CCN(C)CC2)c1	1	-4	3	-10	3	-12	-5	-15	0	10
CCOC(=O)C1=C(C)Nc2nc(C)nn2C1c1ccc(OC)c(OC)c1 (stereo not drawn)	3	3	0	-16	13	-6	-2	5	-2	-8

Some of these compounds in order of heavy-atom count, highest first.
SMILES	Tn7 DDE FP	PLCb3 inh	DDE Tn6 FP inh	ARFGAP1 inhibitor	SIAE primary	ASAP1 GAP inh	ADAM17 inh	TDP2 inh	PLCg1 inh	ADAM10 inh
COC(=O)CCC(=O)OC1(C)C(=O)C=C2C=C(C3CC3)N(CCc3ccccn3)C=C2C1=O (stereo not drawn)	4	-21	9	-14	1	1	-6	22	-20	-23
COc1cc2c(cc1OC)C1C(=O)c3cc(OS(C)(=O)=O)c(OC)cc3C1N(C)C2=O (stereo not drawn)	3	-2	9	1	-3	2	-5	-9	-4	-7
CCN(CC)CC(O)Cn1c(-c2cccc(Cl)c2)nc2cc(C)c(C)cc21 (stereo not drawn)	5	-8	0	-3	0	-3	-9	0	-5	-17
CCOC(=O)C1=C(C)Nc2nc(C)nn2C1c1ccc(OC)c(OC)c1 (stereo not drawn)	3	3	0	-16	13	-6	-2	5	-2	-8
Cc1cccc(OCC(=O)Nc2ccccc2N2CCN(C)CC2)c1	1	-4	3	-10	3	-12	-5	-15	0	10
Cn1nc(C(C)(C)C)cc1C(=O)NCc1ccc2c(c1)OCO2	2	-4	4	1	2	5	1	1	1	2
Nc1nnc(SCC(=O)N2CCN(c3ccccc3)CC2)s1	5	2	-4	-9	3	7	-1	-7	6	8
CC12CCC(=O)N1C(C(=O)O)Cc1c2[nH]c2ccccc12 (stereo not drawn)	1	1	-3	-3	-2	6	-5	3	-1	4
O=C(/C=C/c1ccccc1)NC(=S)Nc1ccccc1	0	-5	6	2	1	8	4	-1	1	4
COc1cccc(NC(=O)CN2CCCCCC2)c1	0	-9	7	2	-4	2	-2	-1	-1	-7
O=[N+]([O-])c1ccc2c([N+](=O)[O-])ccc3c2c1CC3	-5	-2	0	-1	16	10	-1	-6	-4	-5
Cc1ccc(N)c([N+](=O)[O-])c1	2	4	-1	-10	1	-3	-1	-10	1	6

2 consecutive compounds already listed, for reference:
SMILES	Tn7 DDE FP	PLCb3 inh	DDE Tn6 FP inh	ARFGAP1 inhibitor	SIAE primary	ASAP1 GAP inh	ADAM17 inh	TDP2 inh	PLCg1 inh	ADAM10 inh
C=CCn1c(NCc2ccco2)nc2ccccc21	-12	-2	10	-11	-2	-4	1	-21	1	2
O=[N+]([O-])c1ccc2c([N+](=O)[O-])ccc3c2c1CC3	-5	-2	0	-1	16	10	-1	-6	-4	-5

(cont.)
SMILES	Tn7 DDE FP	PLCb3 inh	DDE Tn6 FP inh	ARFGAP1 inhibitor	SIAE primary	ASAP1 GAP inh	ADAM17 inh	TDP2 inh	PLCg1 inh	ADAM10 inh
c1cn2cc(-c3ccc(CN4CCOCC4)cc3)ccc2n1	-3	-13	-4	0	4	-4	-7	2	-12	-29
CCC(=O)Nc1ccc(/C(C)=N\NC(=O)c2ccc(C)s2)cc1	-2	-4	0	0	-1	3	-3	9	-2	16
Cc1ccc(NC(=O)CN(C)C(=O)CCC(=O)N2CCOCC2)cc1	2	-6	-7	5	2	-9	-4	3	-4	-4
N#CCCN(C(=S)NC(=O)C1CCCCC1)c1ccccc1F	2	5	3	-6	0	-8	-3	-2	1	-13
COc1ccc(NC(=O)CCN2C(=O)C3CC=C(Cl)CC3C2=O)cc1 (stereo not drawn)	4	-4	1	-7	4	-4	-2	-3	1	-4
CCCCN1C(=O)c2ccc(C(=O)Nc3cccc(C)c3C)cc2C1=O	4	-2	2	3	-5	-8	0	7	3	4
O=C(CNc1cccc(S(=O)(=O)N2CCCC2)c1)Nc1cccc(F)c1	-8	4	-8	-3	-6	1	2	-7	4	-3
COC(=O)C1=C(C(C)=O)C(c2ccc(C(=O)OC)cc2)n2nnnc2N1 (stereo not drawn)	-3	1	1	1	23*	-5	-5	34*	0	-14
O=C(Nc1ccc2oc(-c3ccc(F)cc3)nc2c1)c1ccccc1F	-1	-22	5	-2	-42	8	-8	-12	-11	-23
Cc1ccc(C(=O)/C=C\NCc2ccccc2)cc1	1	-13	9	11	-5	-3	1	1	-12	4
